influenza NS1A: H1N1 influenza NS1A inhibitors, functional cell based assay (AID 504329). NS1A functional cell-based assay, percent inhibition; higher % means a stronger effect. inhibition, % at 12.5 µM, or IC50 in µM where a hit was titrated. actives 0.3% (n = 340,000); in the data active means a potency from the dose series; inconclusive means inhibition above about 27% without an active follow-up result; further: strong numbers were not always called active
inhibitors of VEEV: inhibitors of VEEV TC-83 cytopathic effect, confirmation, Vero cells (AID 588727). inhibition, % at 20 µM; hits with a dose series show IC50 in µM. Vero cells, VEEV TC-83 cytopathic effect inhibition; higher % means a stronger effect. actives 0.13% (n = 350,000); in the data active means a potency from the dose series; inconclusive means inhibition mostly from about 14% at the one dose, without a potency; inactive means the rest, 99 in 100 with inhibition below about 12%; further: strong numbers were not always called active
tuberculosis growth: growth inhibition of non-replicating M. tuberculosis (AID 488890); Mycobacterium tuberculosis non-replicating, growth inhibition; higher % means a stronger effect; inhibition, % at 25 µM, or IC50 in µM where a hit was titrated; actives 0.39% (n = 320,000); in the data active means a potency from the dose series; inconclusive means inhibition mostly from about 82% at the one dose, without a potency; inactive means the rest, 99 in 100 with inhibition below about 76%;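 further: plate controls were DMSO cells for no effect and high antibiotic wells for full effect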
Salmonella PhoP GFP: PhoP regulon inhibitors, Salmonella typhi PhoP promoter GFP reporter, confirmatory (AID 1850) | actives 0.33% (n = 310,000) | one-dose inhibition, % at 50 µM; IC50 in µM for titrated hits | Salmonella Typhi PhoP-promoter GFP reporter, fluorescence, 4 h; higher % means a stronger effect; in the data active means a potency from the dose series; inconclusive means inhibition mostly from about 25% at the one dose, without a potency; inactive means the rest, 99 in 100 with inhibition below about 19%;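 further: 0% = induced wells with vehicle and 100% = uninduced wells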
H37Rv inhibition: M. tuberculosis growth inhibition, HTS (AID 449762) | inhibition, % at 25 µM, or IC50 in µM where a hit was titrated | actives 0.59% (n = 330,000) | M. tuberculosis H37Rv growth inhibition, 7H9 media; higher % means a stronger effect; in the data active means a potency from the dose series; inconclusive means inhibition above about 70% without an active follow-up result;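 further: bacterial growth assessed after seven days of incubation; strong numbers were not always called active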
inhibitors of VEEV 10K pilot screen: further read-out of inhibitors of VEEV, marked with its call; inhibition, %; measured here: 10K pilot screen inhibition
* marks the source's active call; other numbers are inactive results; i = inactive; ? = inconclusive; · = not tested or not shown; & = joins results of further samples.

Start of the data: the first 3 compounds, to show the layout:
SMILES | influenza NS1A | inhibitors of VEEV | tuberculosis growth | Salmonella PhoP GFP | H37Rv inhibition | others
Cn1c(SCC(=O)Nc2ccc(N3CCOCC3)cc2)nnc1-c1ccccc1F | -7% | 0.7% | -1% | -5% | -7%
CCOC(=O)/C=C/C(=O)OCC(=O)N1CCN(C(=O)c2ccco2)CC1 | -10% | 6.5% | -11% | -9% | -8%
CCOc1ccccc1Oc1c(C)oc2c(CN3CCN(C)CC3)c(O)ccc2c1=O | -4% | 1.5% | 1% | -9% | -2%

The listing, from the first entry:
SMILES | influenza NS1A | inhibitors of VEEV | tuberculosis growth | Salmonella PhoP GFP | H37Rv inhibition | others
Cn1c(SCC(=O)Nc2ccc(N3CCOCC3)cc2)nnc1-c1ccccc1F | -7% | 0.7% | -1% | -5% | -7%
CCOC(=O)/C=C/C(=O)OCC(=O)N1CCN(C(=O)c2ccco2)CC1 | -10% | 6.5% | -11% | -9% | -8%
CCOc1ccccc1Oc1c(C)oc2c(CN3CCN(C)CC3)c(O)ccc2c1=O | -4% | 1.5% | 1% | -9% | -2%
CCCCC(NC(C)=O)c1nc2ccccc2n1CCC (stereo not drawn) | 5% | i | 0% | -8% | -8%
COc1cccc(NC(=O)Nc2nc(-c3ccc(OC)c(OC)c3)cs2)c1 | 9% | 12% | 49% | -4% | ?
COc1ccc(S(=O)(=O)Nc2cccc3c2O[C@H](CN(C)Cc2ccc(-c4ccccc4)cc2)[C@@H](C)CN([C@H](C)CO)C3=O)cc1 | 11% | 2.1% | 11% | · | 6%
CCC1CN(C(=O)N2CCC(C(=O)NCc3cccc(OC)c3OC)CC2)c2cc(C)ccc2O1 (stereo not drawn) | -3% | 1.8% | 15% | 2% | -3%
COc1ccc(N=c2oc3ccc(OC)cc3cc2-c2nc3ccccc3[nH]2)cc1 | 16% | 0.0% | 38% | -1% | 1%
N#CNC(=Nc1ccccc1F)SCc1ccc(C(=O)O)cc1 | 0% | 1.7% | 2% | 3% | 1%
O=[N+]([O-])c1ccccc1-c1ccc(C(=S)N2CCCC2)o1 | -3% | 6.7% | 77% | -9% | -6%
Cc1ccc(OCc2nnc(N)s2)cc1 | 14% | 0.7% | -1% | -4% | 2%
Cc1cc(C)nc(NC(=O)c2c(-c3c(Cl)cccc3Cl)noc2C)n1 | 2% | i | 7% | -32% | 5%
COc1cc2cc(C(N)=O)c(N)nc2cc1OC | -3% | 9.6% | 9% | -3% | -9%
O=S(=O)(Cc1ccc(Cl)cc1)N1CCCC1 | -15% | 0.6% | 4% | -5% | -3%
COc1ccc(C)cc1N(CC(=O)Nc1ccc2c(c1)OCCO2)S(C)(=O)=O | 14% | 1.3% | 9% | -4% | 4%
O=C(CCNC(=O)c1ccc(Br)cc1)Nc1ccc(S(=O)(=O)N2CCCCC2)cc1 | -3% | 0.7% | · | · | ·
COc1cc(/C=N/Nc2nc(C)cc(=O)[nH]2)ccc1O | -15% | i | 24% | -7% | 0%
Cc1cccc2c(-c3ccccc3)cc(=O)[nH]c12 | 4% | i | -3% | -7% | -1%
Clc1ccccc1-c1nnc(CNC2CC2)o1 | 6% | 0.7% | ? | -6% | 8%
Cc1cc(NCc2cccnc2)no1 | 1% | 0.1% | -14% | 4% | 4%
Cc1nonc1NC(=O)c1oc2ccc(F)cc2c1C | -4% | i | 3% | -1% | 4%
CCOC(=O)NC(=O)c1cn(CCN(C)C)c(=O)[nH]c1=O | 2% | i | -9% | -7% | -7%
COc1cc(OC)cc(OCC(O)Cn2cnc3cc(C)c(C)cc32)c1 (stereo not drawn) | -2% | 4.5% | 52% | · | 16%
CSc1cccc(NC(=O)CCCNC(=O)c2ccc(Cl)cc2)c1 | 1% | 1.1% | 34% | 4% | 50%
O=[N+]([O-])c1ccc(N/N=C\c2ccccc2OCc2ccccc2)cc1 | -1% | 0.2% | -26% | 10% | 56%
CCOc1ccc(S(=O)(=O)Nc2ccccc2SC)c2cccnc12 | 7% | 6.0% | 4% | -2% | -6%
CC(C)NC(=O)C(=O)NCc1ccccn1 | 15% | i | -4% | 15% | 6%
Cc1cccc(OCC(=O)N/N=C/c2ccc3c(c2)OCO3)c1 | -4% | i | 49% | 0% | -2%
Cc1ccc(C(=O)NNC(=O)c2n[nH]c(=O)c3ccccc23)cc1C | -15% | 1.8% | -23% | · | -9%
CCCCN1CC[C@H]2C=CC[C@@H](C(=O)Nc3ccc(OC)cc3)[C@H]2C1=O | 8% | 0.7% | 2% | -4% | 1%
CCOc1ccc(C(=O)CC(C(=O)O)N2CCCCC2)cc1 (stereo not drawn) | -16% | 6.1% | 53% | · | -15%
CCOC(=O)C1CCCN(CCCc2ccccc2)C1 (stereo not drawn) | -12%&0% | 0.5%&1.6% | 3%&8% | 4%&-3% | -7%&1% | inhibitors of VEEV 10K pilot screen=0.9
Cc1ccc(CNC(=O)CCCn2nc(C)c3c(C)n(-c4ccccc4)nc3c2=O)cc1 | -6% | 0.4% | 8% | -1% | -1%
Cc1cccc(CSc2nnc(NC(=O)CSc3nnc(C)s3)s2)c1 | 7% | 2.3% | 18% | -16% | 3%
CCN(CC(=O)Nc1c(F)cccc1F)C(=O)Cn1[nH]c(=O)c2ccccc2c1=O | -9% | 1.8% | -21% | · | 0%
N#C/C(=N\Nc1ccc(F)cc1)C(=O)C1CC1 | · | 1.9% | 27% | -10% | 8%
CN1c2ccccc2C(=O)/C(=C\Nc2ncccn2)S1(=O)=O | -17% | 2.6% | 0% | -1% | 0%
COc1ccc(C(=O)NNC(=O)CCn2nnc(-c3ccc(C)cc3)n2)cc1OC | -5% | 2.0% | 12% | -5% | 2%
CCOC(=O)C1=C(COC(=O)C2CC(=O)N(c3ccccc3F)C2)NC(=O)NC1C (stereo not drawn) | -12% | 1.2% | 11% | · | -6%
Cc1ccc(C)c(OCc2cc(C(=O)N3CCN(c4cnccn4)CC3)no2)c1 | -9% | 7.2% | 18% | -5% | ?

Copied from the entries so far, 3 compounds:
SMILES | influenza NS1A | inhibitors of VEEV | tuberculosis growth | Salmonella PhoP GFP | H37Rv inhibition | others
CCOc1ccccc1Oc1c(C)oc2c(CN3CCN(C)CC3)c(O)ccc2c1=O | -4% | 1.5% | 1% | -9% | -2%
CCCCC(NC(C)=O)c1nc2ccccc2n1CCC (stereo not drawn) | 5% | i | 0% | -8% | -8%
COc1cccc(NC(=O)Nc2nc(-c3ccc(OC)c(OC)c3)cs2)c1 | 9% | 12% | 49% | -4% | ?

Next part
SMILES | influenza NS1A | inhibitors of VEEV | tuberculosis growth | Salmonella PhoP GFP | H37Rv inhibition | others
COc1cccc(C(=O)NCC(=O)n2nc(C)cc2C)c1 | 1% | 1.4% | -4% | -4% | 1%
CC(C)NC(=O)CN(Cc1ccc2c(c1)OCO2)C(=O)CCC(=O)Nc1ccccn1 | -6% | 1.7% | -13% | 9% | 4%
C=CCNC(=O)CSCc1ccc(Br)cc1 | -9% | 1.7% | ? | -7% | -5%
Cc1cc(C(=O)COC(=O)c2ccc(O)cc2)c(C)n1CC1COc2ccccc2O1 (stereo not drawn) | 7% | 12% | 52% | 7% | 8%
O=C(CN1C(=O)c2cccc3cccc1c23)NC1CCCCC1 | -6% | 0.0% | -6% | 8% | -9%
Cc1csc(NC(=O)C2CCN(S(=O)(=O)c3ccccc3F)CC2)n1 | 5% | 6.4% | 22% | -5% | 7%
CC(C)(CNC(=O)c1ccccc1NS(C)(=O)=O)N1CCCCC1 | 3% | 1.5% | -5% | 12% | -4%
C/C(=N\N(c1ccccc1)c1ccccc1)c1ccc(O)cc1 | 1% | 4.1% | 0% | 2% | 6%
Cc1ccc2nc(/C=C/c3cccc(F)c3)ccc2c1 | -3% | i | 47% | -2% | 2%
CCCc1nnc(NC(=O)CCC(=O)NCc2ccccc2Cl)s1 | -6% | i | -4% | 5% | 7%
O=C(Nc1ccc(Br)cn1)c1ccc2nccnc2c1 | -1% | 9.2% | -11% | 2% | -3%
COCCNC(=S)N(CCO)Cc1cc2cc3c(cc2[nH]c1=O)OCCO3 | 19% | i | -9% | -7% | 0%
Clc1nc(-c2ccccn2)nc2scc(-c3ccccc3)c12 | 3% | 12% | ? | -11% | ?
Fc1cccc(CN2CCSCC2)c1 | -3% | 0.4% | 28% | -4% | 5%
CCOC(=O)c1c(NC(=O)COC(=O)CNC(=O)c2ccc(Cl)cc2Cl)sc(C(=O)N(C)C)c1C | -1% | i | -9% | -3% | 3%
COc1ccc(-c2cc(-c3ccc(N)cc3)nc(N)c2C#N)cc1OC | -25% | 9.3% | 2% | 3% | 10%
O=C(NCCc1ccccc1F)C1CCC(=O)N(CCCN2CCCC2=O)C1 (stereo not drawn) | -5% | 0.7% | -13% | -2% | -7%
CCN(CC)c1ccc2ccc(=O)oc2c1 | · | 0.1% | 0% | 3% | 10%
O=[N+]([O-])c1cc([N+](=O)[O-])c2cccnc2c1O | · | · | ? | -7% | -3%
Cc1ccc(OCCC(=O)NNC(=O)c2ccc(Br)cc2)cc1 | 4% | 0.7% | 10% | · | 2%
Cc1ccc(C(=O)NCCSC(C)(C)C)cc1 | -3% | 1.2% | 75% | -2% | -2%
COc1ccc2c(c1)c(=O)c(C(=O)c1ccc(F)cc1)cn2CC(=O)Nc1ccc(F)cc1 | 27% | 0.8% | · | -3% | -4%
C#CC(C)(C)NC(=O)c1cnc(-c2ccccc2)nc1-c1ccccc1 | -28% | 1.4% | 3% | -13% | 2%
Cc1cc(S(=O)(=O)N2CCCC2)ccc1OCC(=O)NCc1ccco1 | -2% | 2.1% | -6% | 5% | -7%
O=C(NC1CCCCC1)N1CCN(c2ncccn2)CC1 | -3% | 2.5% | -5% | -2% | -4%
COCc1cc(C)nc(SCC(=O)Nc2cc3c(cc2C#N)OCO3)c1C#N | 14% | i | 20% | 2% | 6%
Cc1ccc(C(=O)Nc2cccc(S(=O)(=O)N3CCOCC3)c2)cc1[N+](=O)[O-] | 8% | i | 2% | -8% | -2%
CCCN(CCC)S(=O)(=O)c1ccc(NC(=O)COc2ccccc2)cc1 | 6% | i | 29% | 3% | -8%
O=CNc1ccc2c(c1)Cc1cc([N+](=O)[O-])ccc1-2 | 5% | 8.2% | · | · | ·
COc1ccc(CCC(=O)NCc2cn3ccc(C)cc3n2)cc1 | -1% | i | 10% | 12% | 8%
Cc1nc(-c2ccc(C(=O)NCCO)cc2)cs1 | -1% | 0.6% | -7% | -4% | 5%
COC(=O)C1CCN(C(=O)COC(=O)c2cc(-c3ccccc3)nc3ccc(OC)cc23)CC1 | -10% | 0.7% | 24% | · | 0%
COc1ccc(OC)c(/C=N/n2c(-c3n[nH]c4c3CCC4)n[nH]c2=S)c1 | 11% | i | -6% | 4% | 2%
O=C(CSc1nnc2ccccn12)NNC(=O)c1ccccc1 | -5% | i | -5% | -4% | -2%
CC1CCc2nn(CC(=O)NC3CCCC3)cc2C1 (stereo not drawn) | 0% | 0.5% | -23% | 10% | -10%
O=C(O)c1ccc(N/N=C2/CCSc3ccc(F)cc32)cc1 | 3% | 4.3% | 24% | -11% | 17%
CCOc1ccc(-n2nnnc2SCC(=O)Nc2ccc(NC(C)=O)cc2)cc1 | -6% | 0.1% | 7% | -1% | 26%
COC(=O)c1ccccc1NS(=O)(=O)c1cn(C)c(=O)n(C)c1=O | -4% | 0.6% | -16% | -4% | -1%
CCCCN(CC)CCCNC(=S)Nc1ccc2nc(N3CCN(C)CC3)cc(C)c2c1 | -2% | 0.1% | 26% | 13% | -6%
Cc1ccc(S(=O)(=O)CCC(=O)NC2CCCC2)cc1 | -9% | 1.0% | -9% | -6% | -9%
O=c1[nH]c(CSc2ncc(C(F)(F)F)cc2Cl)nc2cc(C(F)(F)F)ccc12 | -10% | i | 3% | 0% | -5%
O=C(Nc1ccccc1)Nc1snnc1C(=O)Nc1cccc(O)c1 | -1% | 11% | · | · | ·
COc1cc(OC)c(/C=N/n2c(C)nnc2C)c(OC)c1 | -4% | i | -5% | -1% | -2%
CC(=O)Nc1sc(C)c(C)c1C(=O)OCC(=O)Nc1ccc(S(N)(=O)=O)cc1 | -1% | 1.5% | 1% | · | -1%
COCCN(CCOC)C(=O)c1ccc(CSc2nc3ccccc3s2)cc1 | 8% | 4.6% | 46% | -5% | 0%
Cc1ccc(NC(=O)CN(C)C(=O)c2cc3ccccc3o2)cc1 | 10% | 0.6% | -15% | 8% | -3%
O=C(c1cc(-c2ccccc2O)on1)N1CCOCC1 | -12% | 1.7% | -14% | 11% | 8%
NS(=O)(=O)c1ccc(CCNC(=O)/C=C/c2ccc(S(=O)(=O)N3CCOCC3)cc2)cc1 | -20% | 1.7% | · | · | ·
Cc1c(C(=O)O)[nH]c2c1C(=O)CC(c1ccc(C(C)(C)C)cc1)C2 (stereo not drawn) | -1% | i | 27% | -14% | 4%
